Compound activity from PubChem BioAssay.
SENP8 block-1 = inhibitors of human SENP8 protease; AID 602440; inhibition, % at 20 µM; 0.64% of 360,000 active; Q96LD8; recombinant SENP8, Nedd8 substrate fluorescence; in the data active = inhibition mostly above about 40%, no sharp cut-off; inactive = mostly below about 27%
Target sequence (Q96LD8 whole entry, looked up): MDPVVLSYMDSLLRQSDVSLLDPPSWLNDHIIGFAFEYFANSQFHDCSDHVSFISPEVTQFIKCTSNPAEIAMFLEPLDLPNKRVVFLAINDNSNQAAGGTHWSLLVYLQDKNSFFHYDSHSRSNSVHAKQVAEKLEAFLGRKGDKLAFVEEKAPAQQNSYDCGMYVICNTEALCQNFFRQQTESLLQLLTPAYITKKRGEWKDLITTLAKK
UBC13 inh = blocks human UBC13 polyubiquitin chain formation; P61088; TR-FRET; inhibition, % at 20 µM; 0.47% of 330,000 active; AID 485273; in the data active = inhibition above about 45%, passing the limit was not always enough
Target sequence (P61088 whole entry, looked up): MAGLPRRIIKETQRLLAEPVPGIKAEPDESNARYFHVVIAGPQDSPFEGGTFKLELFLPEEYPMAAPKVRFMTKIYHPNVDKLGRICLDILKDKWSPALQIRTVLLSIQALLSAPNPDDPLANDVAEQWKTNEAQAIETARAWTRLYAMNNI
PfG6PD inh = PfG6PD (Plasmodium falciparum) enzyme inhibition | inhibition, % at 20 µM | PfGluPho enzyme, NADPH resazurin-diaphorase fluorescence | 0.78% of 350,000 active;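 active = inhibition reaching at least a set limit at 20 µM in the primary screen, cut at about 59% in these data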;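 also: 0% = DMSO wells with substrate and 100% = DMSO wells lacking glucose-6-phosphate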
SENP1 FRET inh = blocks the human SENP1 SUMO protease catalytic domain. Q9P0U3. recombinant SENP1 catalytic domain, CyPet-SUMO1-YPet FRET cleavage. inhibition, % at 10 µM. 0.21% of 360,000 active;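 active = inhibition at least 30% at 10 µM, raw YFP signal under a set limit, fluorescence ratio 0.5 to 1.5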;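 also: 0% = enzyme with DMSO and 100% = no enzyme wells; some results filed as inactive read as strong as hits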
Target sequence (Q9P0U3 419-644 limits assumed): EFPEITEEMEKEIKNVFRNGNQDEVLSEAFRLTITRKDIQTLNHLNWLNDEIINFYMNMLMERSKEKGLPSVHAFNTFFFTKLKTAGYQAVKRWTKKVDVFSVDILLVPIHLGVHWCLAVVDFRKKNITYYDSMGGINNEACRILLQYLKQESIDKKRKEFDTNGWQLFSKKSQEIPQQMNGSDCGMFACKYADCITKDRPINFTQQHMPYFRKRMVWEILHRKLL
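Material – human SENP1 catalytic domain · Input – SENP1 enzyme, 20 pM final · Compound dosing – single concentration of 10 µM compound, 0.5% DMSO final · Timing – enzyme reaction for 50 min at room temperature, dark · Measured by – FRET fluorescence in CFP and YFP emission channels · Control set – no-enzyme wells low, DMSO-plus-enzyme wells high control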
SENP7 inh = inhibitors of human SENP7 protease; Q9BQF6; recombinant SENP7, Z-RLRGG-aminoluciferin luminescence, 40 min; inhibition, % at 5 µM; 1.5% of 330,000 active;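 active = inhibition above about 50% at the single test dose, limit read from the data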;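 also: plate controls were DMSO with enzyme for no effect and no enzyme buffer wells for full effect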
Target sequence (Q9BQF6 706-1050 limits assumed): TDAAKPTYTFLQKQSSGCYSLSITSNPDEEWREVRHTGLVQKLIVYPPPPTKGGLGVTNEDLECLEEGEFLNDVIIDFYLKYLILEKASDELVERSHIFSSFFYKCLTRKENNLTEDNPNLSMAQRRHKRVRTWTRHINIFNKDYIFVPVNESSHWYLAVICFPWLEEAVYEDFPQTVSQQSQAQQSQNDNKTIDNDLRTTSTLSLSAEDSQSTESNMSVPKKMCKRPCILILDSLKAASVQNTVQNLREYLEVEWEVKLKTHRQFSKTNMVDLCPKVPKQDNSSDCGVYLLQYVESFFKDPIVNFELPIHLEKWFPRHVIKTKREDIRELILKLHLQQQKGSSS
HKDC1 inhibitor = HKDC1 (human) hexokinase inhibition. recombinant HKDC1, G6PDH/diaphorase resazurin coupled fluorescence. 0.16% of 340,000 active. AID 493160. Q2TB90. inhibition, % at 20 µM;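 active = inhibition above about 35% when tested at 20 µM, limit read from the data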;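 also: plate controls were DMSO wells with enzyme for no effect and DMSO wells lacking enzyme for full effect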
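Test system: recombinant HKDC1 (HK5) hexokinase enzyme, produced in-house; Amount: enzyme 5 µg/mL final; Buffer or medium: Tris pH 8.0 buffer with MgCl2, Tween-20, BSA, BME; Reagent: glucose and ATP substrates; Doses: 20 µM test compound, 1% DMSO; Incubation: 90 min reaction incubation at room temperature, dark; Detection: resorufin fluorescence at 613 nm.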
SENP6 block = SENP6 protease inhibition | Q9GZR1 | Recombinant SENP6 catalytic domain, aminoluciferin luminescence | inhibition, % at 10 µM | 1.8% of 330,000 active | AID 2599;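 active = inhibition above about 50% at the single tested dose, limit read from the data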;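 also: plate controls were DMSO wells with enzyme for no effect and DMSO wells lacking enzyme for full effect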
beta cell repl = inducers of beta-cell replication in MIN6 cells; proliferation, % at 10 µM; AID 2380; MIN6 cells proliferation, ATPlite luminescence, 48 h; cells starved in 0.2% serum; 100% = growth in 10% serum; 0.29% of 330,000 active;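 active = compounds whose signal lies at least 3.5 SD above the mean of all wells on their plate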;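 also: 0% = DMSO-treated cells in low-serum medium and 100% = 10% serum control; some compounds called inactive have numbers as strong as hits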
SENP8 block-2 = inhibitors of human SENP8 protease; inhibition, % at 10 µM; purified SENP8, Z-RLRGG-aminoluciferin cleavage, luminescence; AID 2540; 1.2% of 330,000 active; in the data active = inhibition above about 50%
Starred values were filed as active, the others as inactive; . = no result given; & = joins results of further samples.

SMILES | SENP8 block-1 | UBC13 inh | PfG6PD inh | SENP1 FRET inh | SENP7 inh | HKDC1 inhibitor | SENP6 block | beta cell repl | SENP8 block-2
COc1ccc(Cl)cc1N1CCN(CCNC(=O)Nc2ccccc2C)CC1 | 16 | 17 | 3 | 1 | 4 | 2 | 8 | -2 | -3
Cc1ccccc1C(=O)NCC(=O)NNC(=O)CCN1CCN(c2ccccc2)CC1 | 2 | 1 | -10 | 2 | -3 | -9 | 2 | -3 | 0
COc1cc(/C=N/NC(=O)c2cccc3ccccc23)ccc1OCC(N)=O | -108 | 0 | 6 | 3 | 4 | 3 | 2 | 1 | -5
O=C(CNC(=O)c1ccccc1O)N/N=C/c1cc(Br)ccc1OC(=O)/C=C/c1ccco1 | . | -8 | 0 | . | 0 | -10 | -29 | -5 | 3
CC(C)[C@H](NC(=O)N1c2ccccc2NC(=O)[C@@H]1C(C)C)C(=O)N1CCC[C@H]1C(=O)O | 26 | 1 | -5 | 1 | 4 | -6 | -5 | -1 | -6
Cc1cccc(NC(=O)CSc2nc(COc3ccccc3)nc3ccccc23)c1C | 9 | 3 | -17 | -13 | -13 | -7 | -7 | -4 | 0
O=C(CSc1nnc(SCc2cccc3ccccc23)s1)N/N=C/c1c[nH]c2ccccc12 | 23 | -13 | 42 | -2 | -1 | 12 | 13 | 0 | -1
CCCCN(CCCNC(=O)C1CCCN(S(=O)(=O)CC)C1)Cc1ccccc1 (stereo not given) | 9 | -1 | -16 | -2 | 6 | -9 | -6 | -1 | 0
CCCCCn1c(=O)c(C(=O)OCC)c(O)c2ccccc21 | -84 | -2 | 23 | 0 | -10 | -2 | -7 | -2 | -4
CC(C)NC(=O)/C(C#N)=C/c1ccc(N(C)C)o1 | 40* | -261 | 3 | -45 | -8 | -4 | -7 | -2 | 0
Cc1oc(-c2cccc(Cl)c2)nc1CN1CCC(C(=O)N2CCN(c3ccccn3)CC2)CC1 | -17 | 12 | -13 | 1 | 6 | 5 | -4 | -6 | 0
Cc1oc2ccc(O)c(CN(C)C)c2c1C(=O)c1ccccc1 | 12 | 7 | -16 | -1 | -5 | -3 | 19 | 0 | 3
O=C(c1ccccc1)c1ccccc1C(=O)c1ccccc1 | 11&7 | 0&-5 | 21&37 | -6&-3 | -6&-7 | 1&-1 | -14&-5 | 1&1 | -6&-2
CC(C)Oc1ccc(N2CC(C(=O)OCC(=O)NCc3ccccc3)CC2=O)cc1 (stereo not given) | 1 | 6 | -12 | 2 | -4 | -9 | -7 | 0 | 5
CCOc1ccc(C2C(C(=O)OC)=CN(CCOC)C=C2C(=O)OC)cc1 | -281 | 14 | -4 | -84 | 6 | -4 | 19 | -1 | 10
COc1cc(C(=O)OCC(=O)N2CCCC2)cc2c1OCCO2 | 7 | -14 | -1 | -1 | 8 | -3 | 7 | -4 | 4
Cc1ccc(C(=O)O)cc1S(=O)(=O)Nc1ccccc1C(=O)NC1CC1 | -82 | 1 | -2 | 0 | -8 | -4 | -12 | 4 | -6
COc1ccccc1C1=CN(Cc2ccccc2)CCC1=O | 8 | 1 | 10 | 1 | -5 | -3 | -9 | 0 | 5
O=C(CN1C(=O)c2ccccc2C1=O)N1CCN(c2nnc(-c3ccccc3)c3ccccc23)CC1 | 20 | 2 | -9 | 2 | -2 | 6 | -6 | -1 | 3
CCOC(=O)C(C(=O)Nc1nc2ccccc2s1)C1CCCCC1 (stereo not given) | 1 | 0 | 2 | 0 | -6 | 4 | 4 | -3 | -10
COc1ccc([C@H]2CC(=O)C=C(c3ccnc4ccc(Cl)cc34)C2)cc1 | 26 | 8 | -15 | 1 | 10 | 1 | -17 | -7 | -5
O=C(c1ccco1)N1CCN(c2ncnc3c(-c4ccccc4)nsc23)CC1 | -291 | 13 | 20 | -5 | 6 | 10 | 24 | 2 | -3
Cc1cc(NCCN2CCOCC2)c2ccc3ccccc3c2n1 | -120 | -5 | -16 | 1 | 10 | -8 | -9 | 1 | -6
COc1ccc(OC2C(=O)N(Cc3ccc(F)cc3)C2c2cc(OC)c(OC)c(OC)c2)cc1 (stereo not given) | 12 | 16 | 6 | 2 | 1 | -15 | -9 | 3 | -2
CS(=O)(=O)/C(C#N)=C/c1c(-c2ccccc2)nc2n1CCS2 | -37 | 0 | -18 | -8 | -2 | -1 | 0 | -1 | 6
Cc1ccc(C(C)C)c(OCC(=O)Nc2ccc3c(c2)nc(CN2CCCC2)n3C)c1 | -245 | 20 | 21 | -28 | -1 | 11 | -8 | -4 | -2
O=C(Nc1cccc(C(F)(F)F)c1)c1cncs1 | 12 | -7 | 5 | 0 | -1 | 1 | -23 | -2 | -5
CCc1ccc(CN2CCCC(CNC(=O)c3cccc(OC)c3OC)C2)cc1 (stereo not given) | -5 | -1 | -1 | -2 | 2 | -5 | -23 | -1 | -4
CNc1ccc(Cl)cc1C(N)=O | -425 | 10 | -21 | -35 | -5 | 4 | -33 | -1 | -15
COC(=O)c1[nH]c2ccc(C)cc2c1NC(=O)C(C)N1CCN(C2CCCCC2)CC1 (stereo not given) | -434 | 3 | -1 | -1 | 5 | -7 | -2 | -3 | -3

A portion from further up:
SMILES | SENP8 block-1 | UBC13 inh | PfG6PD inh | SENP1 FRET inh | SENP7 inh | HKDC1 inhibitor | SENP6 block | beta cell repl | SENP8 block-2
CNc1ccc(Cl)cc1C(N)=O | -425 | 10 | -21 | -35 | -5 | 4 | -33 | -1 | -15
COC(=O)c1[nH]c2ccc(C)cc2c1NC(=O)C(C)N1CCN(C2CCCCC2)CC1 (stereo not given) | -434 | 3 | -1 | -1 | 5 | -7 | -2 | -3 | -3

Laid out differently: results already given
Each structure is followed by: SENP8 block-1 | UBC13 inh | PfG6PD inh | SENP1 FRET inh | SENP7 inh | HKDC1 inhibitor | SENP6 block | beta cell repl | SENP8 block-2
- Cc1ccc(C(C)C)c(OCC(=O)Nc2ccc3c(c2)nc(CN2CCCC2)n3C)c1
    -245 | 20 | 21 | -28 | -1 | 11 | -8 | -4 | -2
- O=C(Nc1cccc(C(F)(F)F)c1)c1cncs1
    12 | -7 | 5 | 0 | -1 | 1 | -23 | -2 | -5

Other compounds follow:
SMILES | SENP8 block-1 | UBC13 inh | PfG6PD inh | SENP1 FRET inh | SENP7 inh | HKDC1 inhibitor | SENP6 block | beta cell repl | SENP8 block-2
COc1ccc(-c2csc(NC(=O)CSc3ccc(Br)cc3)n2)c(OC)c1 | 18 | -7 | 6 | 1 | -6 | -10 | 3 | 0 | -9
COc1ccc2nc(NC(=O)c3cccc(N4C(=O)CCC4=O)c3)sc2c1 | -378 | 7 | 11 | 1 | 13 | 1 | 6 | -6 | 0
COc1ccccc1N1CCN(C(=O)C2CCCN(S(=O)(=O)c3ccc4c(c3)oc(=O)n4C)C2)CC1 (stereo not given) | 17 | 2 | 5 | -1 | 0 | -1 | 11 | -1 | -2
CC(=O)c1cnc(-c2ccccc2)s1 | 7 | -4 | -1 | -2 | 4 | 10 | 20 | 8.8* | 3
COc1cc(OC)cc(C(=O)Nc2cccc(NC(=O)c3cc(OC)cc(OC)c3)n2)c1 | 12 | 4 | 10 | 1 | 0 | -3 | -6 | -1 | -1
COc1ccc(CNS(=O)(=O)NCc2ccc(C)cc2)cc1 | 19 | 5 | 13 | 2 | -6 | 2 | 1 | 2 | 0
CC(=O)Nc1ccc(S(=O)(=O)N2CCCN(S(=O)(=O)c3ccc(NC(C)=O)cc3)CC2)cc1 | 18 | 9 | 0 | 0 | -1 | -3 | -6 | 4 | -1
COc1nc(OC)nc(Oc2ccc(Cl)cc2[N+](=O)[O-])n1 | 18 | -8 | 12 | 0 | 6 | -4 | 17 | -1 | 1
Cc1csc2nc(O)c(C(=O)NCCC3=CCCCC3)c(=O)n12 | -8 | -2 | 1 | 1 | 8 | 9 | -10 | -3 | -8
CCC1=NC(c2ccc(OC)cc2)N(O)C1(C)C (stereo not given) | 14 | -2 | 14 | -7 | 3 | -7 | -19 | -2 | -4
C=CCn1c(SCC(=O)NC2CCCc3ccccc32)nnc1-c1ccncc1 (stereo not given) | -13 | -18 | 1 | -6 | -7 | -11 | -2 | -3 | -3
O=C(c1ccc2c(c1)OCO2)N1CCN(c2ccccn2)CC1 | 4 | -4 | -7 | 0 | -7 | -1 | -29 | 0 | -11
COCCN(C(=O)c1ccc(N(C)S(=O)(=O)c2ccc(C)cc2)cc1)c1c(N)n(CC(C)C)c(=O)[nH]c1=O | -2 | . | -5 | 2 | . | -5 | . | . | .
CSc1ncc(CN2CCCC(C(=O)c3ccc(C(C)(C)C)cc3)C2)cn1 (stereo not given) | -4 | 8 | 1 | 1 | -4 | 17 | -9 | -5 | -7
Cc1ccc(NC(=O)CCC(=O)OCC(=O)c2ccc(Oc3ccc([N+](=O)[O-])cc3)cc2)c(C)c1 | 9 | -1 | -23 | 2 | -3 | 13 | 1 | -4 | -2
N/C(=N\OC(=O)CC1CCCCC1)c1ccc(Cl)cc1 | -5 | 1 | 14 | -2 | -1 | -2 | 3 | 0 | -6
Cc1cc(CNC(=O)Cc2ccccc2)c2ccccc2n1 | 8 | 2 | 13 | -35 | 0 | -2 | 6 | 2 | 6
COc1cc(C(=O)NCCC(=O)NCCCN2CCCCC2C)cc(OC)c1OC (stereo not given) | 2 | -13 | -4 | -9 | -11 | -11 | 8 | 1 | -6
CCC(=O)Nc1nc(=S)ss1 | 14 | -10 | 53 | 2 | 4 | -4 | -6 | -1 | 13
O=C(NCCCN1CCN(Cc2ccccc2)CC1)c1nnc(Cc2c(F)cccc2Cl)o1 | 18 | 11 | 4 | 2 | 2 | -8 | 4 | 0 | -1
CCOC(=O)c1c(S(=O)(=O)NCC(=O)Nc2cc(C)ccc2OC)c(C)n(C)c1C | 7 | -2 | 0 | 1 | 14 | -2 | -8 | 2 | -14
COc1ccc(-c2ncc(CN3CCC(CO)(Cc4cccc(OC)c4)CC3)cn2)cc1 | -20 | -3 | 11 | -125 | 0 | -3 | 1 | -2 | -1
C[C@@H]([C@H](O)c1ccccc1)N(C)C(=S)Nc1ccccc1 | 18 | 7 | 3 | 9 | -1 | -5 | -6 | -2 | -6
O=C(CN(Cc1cccs1)C(=O)CSc1nnc(COc2ccccc2)o1)NC1CCCCC1 | 40 | -6 | 8 | 1 | -4 | 2 | -12 | -2 | -8
CCN(CC)C(=S)SCC(=O)c1ccc(F)cc1 | 13 | -12 | 12 | 2 | -7 | 1 | -20 | -3 | -7
COc1cccc(OC)c1OCC(O)CN1CCN(c2ccc(F)cc2)CC1 (stereo not given) | 6 | 6 | 1 | 0 | -2 | -1 | -14 | -2 | 0
O=C(COc1ccccc1F)NNC(=O)c1ccc(N2CCCCC2)c([N+](=O)[O-])c1 | 28 | -21 | -7 | 3 | -3 | 5 | -14 | -2 | -17
O=C(NCc1cccc(C(F)(F)F)c1)c1ccc2c(c1)OCCO2 | 7 | 2 | -14 | 0 | -4 | 6 | 24 | 3 | 0
CS(=O)(=O)N1CCN(c2ccnc3cc(Cl)ccc23)CC1 | -27 | -5 | -8 | 0 | -10 | -8 | 2 | 1 | -11
Cc1cc2ncc(C(N)=O)cn2n1 | 3 | -4 | -7 | 3 | -5 | -7 | 6 | -2 | -7
CCc1cccc(CC)c1NC(=O)COC(=O)CC1c2ccccc2CCN1S(=O)(=O)c1ccccc1 (stereo not given) | 21 | -8 | 7 | 5 | 2 | 11 | 2 | -3 | -2
COc1ccc(C(C)(C)C)cc1NC(=O)C1CC(=O)N(C2CCCC2)C1 (stereo not given) | 4 | -6 | -1 | 0 | -4 | -1 | 7 | 1 | -13
